From PubChem BioAssay
NS5 inhibitors: flavivirus cap methylation enzyme inhibition – biochemical, confirmation dose response, primary screen (AID 588689) | Dengue-2 NS5 methyltransferase capping enzyme assay, biochemical; higher % means a stronger effect | inhibition, % at 25 µM; hits with a dose series show IC50 in µM | 340,000 tested, 0.3% active; in the data active = a potency from the dose series; inconclusive = inhibition above about 29% without an active follow-up result
GPR55 activation: selective activators of receptor GPR55 – imaging, U2OS cells, beta-arrestin-GFP redistribution, primary screen (AID 1961) | U2OS GPR55 beta-arrestin-GFP redistribution imaging; higher % means a stronger effect | 290,000 tested, 0.048% active | one-dose activation, % at 10 µM; EC50 in µM for titrated hits;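 active = activation above 40% with more than 50 cells counted in the well; inconclusive = wells holding fewer than 50 cells, flagged as toxic or sparse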;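 note: U2OS osteosarcoma cells stably expressing GPR55 and beta-arrestin-GFP; plate controls were DMSO negative control for no effect and LPI positive control for full effect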
GPR55 LPI antagonism: GPR55 antagonists blocking LPI-driven arrestin recruitment, primary screen, imaging, U2OS, beta-arrestin-GFP, LPI agonist (AID 2013); U2OS GPR55 beta-arrestin-GFP translocation imaging, LPI antagonism; higher % means a stronger effect; inhibition, % at 10 µM, or IC50 in µM where a hit was titrated; 290,000 tested, 0.13% active;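 active = spots per cell inhibited over 60%, with over 100 cells counted and total cytoplasm intensity under 500,000; inconclusive = wells with under 100 cells, flagged as likely toxic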;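 note: U2OS cells stably carrying GPR55 and arrestin-GFP stimulated by 5 µM LPI near EC80; imaged beta-arrestin-GFP aggregate spots per cell after agonist stimulation; plate controls were LPI-stimulated DMSO wells for no effect and DMSO wells without LPI for full effect; some results filed as inactive read as strong as hits; confirmed hits need IC50 under 10 µM and bright autofluorescent wells are also inconclusive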
NTR1 ag: agonists of NTR1, primary screen, imaging, U2OS cells, beta-arrestin-GFP, high content (AID 493036) | P30989 | NTR1-U2OS beta-arrestin-GFP spot imaging, agonist mode | activation, % at 20 µM | 330,000 tested, 0.17% active;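 active = activation at or above 40% of the spot to cytoplasm intensity ratio, with at least 20 cells analyzed; inconclusive = wells under 20 cells, flagged as cytotoxic or low count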;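 note: 0% = DMSO without peptide and 100% = 100 nM NTR1 peptide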
Target sequence (P30989 whole entry, looked up): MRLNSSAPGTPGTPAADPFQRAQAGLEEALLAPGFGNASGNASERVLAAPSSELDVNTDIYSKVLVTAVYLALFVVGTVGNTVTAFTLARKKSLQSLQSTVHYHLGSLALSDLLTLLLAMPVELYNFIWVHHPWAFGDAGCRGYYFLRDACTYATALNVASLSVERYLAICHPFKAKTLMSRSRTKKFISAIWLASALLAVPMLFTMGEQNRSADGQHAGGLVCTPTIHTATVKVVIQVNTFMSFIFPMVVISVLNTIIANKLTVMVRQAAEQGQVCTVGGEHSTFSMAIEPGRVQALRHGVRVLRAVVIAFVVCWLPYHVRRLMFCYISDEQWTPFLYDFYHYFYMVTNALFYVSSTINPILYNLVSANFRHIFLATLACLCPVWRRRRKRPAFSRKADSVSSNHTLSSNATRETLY
GPR35 antagonists: GPR35 antagonists blocking zaprinast-driven arrestin recruitment, primary screen, imaging, U2OS, beta-arrestin-GFP, zaprinast agonist (AID 2058) | U2OS GPR35 beta-arrestin-GFP translocation imaging, zaprinast antagonism; higher % means a stronger effect | inhibition, % at 10 µM, or IC50 in µM where a hit was titrated | 290,000 tested, 0.052% active;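 active = inhibition of at least 50% with at least 30 cells and total cytoplasm GFP at most 10,000,000; inconclusive = under 30 cells or total GFP of 10,000,000 plus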
MgcRacGAP inhibition: MgcRacGAP GTPase-activating activity inhibitors, confirmation, biochemical, ADP Hunter fluorescence | AID 624330 | one-dose inhibition, % at 30 µM; IC50 in µM for titrated hits | MgcRacGAP-stimulated Rac1 GTP hydrolysis, ADP Hunter fluorescence; higher % means a stronger effect; GST-tagged Rac1 F28L mutant substrate | 340,000 tested, 0.6% active;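 active = first-screen hits whose inhibition reached a set limit at any dose in the follow-up dose series; inconclusive = inhibition above the set first-screen limit but never retested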;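 note: fluorescence reports GDP produced by GAP-driven GTP hydrolysis; strong numbers were not always called active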
SV40 large T antigen: SV40 large T antigen inhibitors, biochemical (AID 1903). SV40 large T antigen ATPase/helicase inhibition assay; higher % means a stronger effect. inhibition, % at 20 µM, or IC50 in µM where a hit was titrated. 310,000 tested, 0.39% active; in the data active = a potency from the dose series; inconclusive = inhibition mostly from about 32% at the one dose, without a potency; inactive = the rest, 99 in 100 with inhibition below about 32%; note: strong numbers were not always called active
AID2073: disruptors of CaV2.2 binding to Mint1 – biochemical, HTRF (AID 2073). one-dose inhibition, % at 20 µM; IC50 in µM for titrated hits. 290,000 tested, 0.19% active. HTRF protein-protein interaction, Mint1-CaV2.2; higher % means a stronger effect; in the data active = inhibition mostly above about 51%, no sharp cut-off; inconclusive = no clear call, values can overlap the other calls; inactive = mostly below about 53%; note: some results filed as inactive read as strong as hits
Yfh1-off respiration: mitochondrial function rescue without frataxin homolog – Friedreich's ataxia, plus single-dose screen, dose response (AID 1465); S. cerevisiae Yfh1-off respiration, WST-1 reduction, 72 h; higher fold induction means a stronger effect; fold induction at 50 µM, or EC50 in µM where a hit was titrated; 220,000 tested, 0.074% active;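 active = fold induction of absorbance versus untreated yeast above a set limit, then at least 30% activation at any dose in follow-up; inconclusive = repeats straddling the limit, or above it without dose testing; inactive = fold induction below the set limit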;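 note: activators that raise dye reduction in frataxin-depleted yeast; strong numbers were not always called active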
NTR1 ag cell count 20 µM: also measured in NTR1 ag; calls as there; cell count; measured here: cell count, cytotoxicity flag
NS5 inhibitors pilot replicate: also measured in NS5 inhibitors; calls as there; inhibition, %; measured here: pilot screen replicate inhibition
* marks the source's active call; other numbers are inactive results; i = inactive; ? = inconclusive; . = no result given.

SMILES | NS5 inhibitors | GPR55 activation | GPR55 LPI antagonism | NTR1 ag | NTR1 ag cell count 20 µM | GPR35 antagonists | MgcRacGAP inhibition | SV40 large T antigen | AID2073 | Yfh1-off respiration | others
CC(C)(C)c1ccc(C(=O)NCCCNC(=O)c2cccnc2)cc1 | -3% | 0.6% | 7% | -2.0 | 42 | -3% | 3% | -1% | 2% | .
Cc1ccccc1OCC(=O)NCCCNC(=O)c1ccccn1 | -2% | -0.2% | 14% | -1.5 | 48 | 0% | 1% | 3% | 16% | .
Cc1ccsc1C1Nc2ccccc2C(=O)N1O (stereo unspecified) | -1% | 0.2% | 4% | -0.4 | 47 | -5% | 13% | 5% | 39% | i
Cc1ccc(N(CN2CCCC2=O)C(=O)c2ccc(OC(C)C)cc2)cc1 | -2% | 0.0% | -1% | 0.8 | 76 | -22% | 3% | 9% | 12% | i | NS5 inhibitors pilot replicate=-2.3
Cc1ccc(CN2CCC(n3nccc3NC(=O)c3ccc4c(c3)OCO4)CC2)o1 | -4% | 0.3% | 9% | -0.8 | 56 | -12% | 3% | 19% | 5% | .
Cc1ccc(S(=O)(=O)NN/C(=N/S(=O)(=O)c2ccccc2)c2ccccc2)cc1 | 72% | -0.5% | 2% | -0.6 | 31 | -4% | -13% | 10% | -3% | i
O=C(CCC(=O)c1ccc(F)cc1)NCc1ccccc1C(F)(F)F | -3% | -0.1% | 0% | -0.2 | 64 | 16% | 8% | . | 4% | .
COc1ccc(CN(C)Cc2cc(=O)oc3cc(C)c(C(C)C)cc23)cc1OC | -11% | 0.2% | -3% | 0.2 | 44 | -6% | 7% | 9% | 7% | .
CCCCN(C)CCOc1ccccc1OCC | -4% | -0.3% | 6% | -0.8 | 39 | 4% | 21% | 7% | 1% | i
O=C(CN1CCCCCCC1)N/N=C/c1ccc(F)c(F)c1 | -1% | 0.4% | 5% | 0.2 | 66 | -14% | 7% | 6% | 3% | i
CCOC(=O)c1cc(C)sc1NC(=S)Nc1ccccc1 | -3% | -0.1% | 9% | 2.2 | 61 | -8% | 9% | -18% | -12% | i
COc1ccccc1N1CCN(/N=C/C=C\c2ccccc2[N+](=O)[O-])CC1 | -11% | -0.5% | 1% | 5.3 | 46 | -6% | 0% | 2% | 40% | i
CC1CCCCN1CCNC(=O)c1ccc2c(c1)N(Cc1ccccc1)C(=O)c1ccccc1S2(=O)=O (stereo unspecified) | 5% | 0.6% | 5% | 0.0 | 60 | 13% | -20% | 10% | -11% | .
Cc1ccc(C)c(S(=O)(=O)N/N=C/c2ccc(C(=O)O)cc2)c1 | 3% | -0.2% | -2% | 0.3 | 62 | 8% | 4% | 2% | -2% | i
Cc1ccc(C(=O)CCC(=O)Nc2ccccc2C)c(C)c1 | -10% | -0.2% | -5% | -1.1 | 65 | -4% | 6% | 10% | 8% | .
COC(=O)C1(C)NC(c2cccs2)C2C(=O)N(c3ccccc3F)C(=O)C21 (stereo unspecified) | 8% | -0.3% | 2% | 1.3 | 75 | 7% | 2% | 16% | -7% | i
O=C(O)c1ccc(/C=N/Nc2ccc(C(F)(F)F)cn2)cc1 | -4% | 0.4% | -2% | . | . | 10% | 14% | 4% | 1% | i
CC(=O)Nc1ccc(S(=O)(=O)Nc2nnc(C(C)(C)C)s2)cc1 | 0% | -0.1% | -3% | 0.2 | 76 | -5% | 1% | -1% | 0% | i
Cc1ccc(N2C(=O)N(CC(=O)N3CCCc4ccccc43)C(=O)C2C)cc1 (stereo unspecified) | -7% | -0.1% | 5% | 1.5 | 73 | -6% | 2% | -1% | -5% | i
O=C1CC(C(=O)N(c2cccc(F)c2)C(C(=O)NC2CCCC2)c2ccccn2)CS1 (stereo unspecified) | -11% | -0.2% | 4% | -1.3 | 42 | -14% | 7% | -3% | -1% | i
COc1ccc(C(=O)NC2CC2)cc1OC1CCN(Cc2cnn(C)c2C)CC1 | 2% | 0.2% | 8% | -0.2 | 56 | 10% | 8% | 8% | 13% | .
COc1cccc(NC(=O)C(OC(=O)c2ccc([N+](=O)[O-])o2)c2ccccc2)c1 (stereo unspecified) | -24% | 0.2% | -3% | 0.8 | 97 | 4% | 4% | 9% | 4% | i
N#C/C(=C(/O)CSc1ccccn1)c1nc2ccccc2s1 | 2% | -0.4% | 10% | 0.0 | 66 | 14% | 8% | 4% | -1% | i
Clc1ccc(Nc2ccc(NCc3ccccc3)nn2)cc1 | -3% | -0.4% | 6% | 1.4 | 47 | -9% | 19% | 4% | 47% | i
NNc1nc2ccc(F)cc2s1 | 2% | 0.1% | 4% | 2.8 | 47 | -8% | 15% | 15% | -30% | i
The listing continues.
SMILES | NS5 inhibitors | GPR55 activation | GPR55 LPI antagonism | NTR1 ag | NTR1 ag cell count 20 µM | GPR35 antagonists | MgcRacGAP inhibition | SV40 large T antigen | AID2073 | Yfh1-off respiration | others
O=C(C1=C[C@H](C2CCCCC2)C[C@H](OCc2ccc(CO)cc2)O1)N1CCOCC1 | -7% | -0.2% | 6% | 0.5 | 114 | -10% | 7% | 5% | 13% | i
N#Cc1cc(-c2ccccc2)nc(NN)n1 | 5% | -0.1% | 5% | 2.4 | 46 | 5% | 13% | 14% | -18% | i
CCOC(=O)C(NC(=O)c1ccccc1)(Nc1cccc(C)n1)C(F)(F)F (stereo unspecified) | . | -0.5% | 6% | -0.5 | 46 | 0% | 2% | 8% | -2% | i
CC(C)Nc1nc(NC(C)C)nc(Nn2cnnc2)n1 | -1% | -0.1% | 2% | 0.1 | 44 | 2% | 7% | 0% | 9% | i
CC(C)(C)NC(=O)CCN(/N=C/c1ccc([N+](=O)[O-])o1)C1=NS(=O)(=O)c2ccccc21 | 2% | 0.2% | 9% | . | . | -6% | 11% | 8% | 13% | i
Cc1ccc(S(=O)(=O)N2CCC(C(=O)OCC(=O)N(C)CC(=O)Nc3ccc(F)cc3)CC2)cc1C | -8% | . | . | 0.0 | 60 | . | 0% | 14% | . | .
CCOC(=O)CN1C(=O)C(O)(C2CCc3ccccc3C2=O)c2ccccc21 (stereo unspecified) | 1% | 0.2% | 11% | 0.6 | 60 | -7% | 10% | 10% | -5% | i
Cc1ccn2c(-c3csc(NCc4ccccc4)n3)c(C)nc2c1 | -4% | 0.0% | 6% | 15 | 41 | -4% | 20% | 24% | 32% | i
CCOC(=O)c1sc2ncn(/N=C/c3cccnc3)c(=O)c2c1C | 3% | -0.1% | -40% | 1.2 | 59 | -6% | 11% | . | 2% | i
O=C(Nc1ccc2c(c1)OCO2)c1c(Cl)nc2sccn12 | -6% | -0.5% | 4% | 1.5 | 53 | 7% | 11% | 3% | 0% | i
COc1cccc(/C=C2/Sc3ccc(C(=O)NCCN4CCCCCC4)cc3NC2=O)c1 | -3% | -0.1% | 18% | 21 | 71 | 14% | 5% | 18% | 28% | .
O=C1CSC(c2ccc([N+](=O)[O-])cc2)N1CCN1CCCCC1 (stereo unspecified) | 2% | -0.5% | 2% | -1.4 | 32 | 13% | 1% | 0% | 37% | i
Cc1cnc(C(=O)Nc2cccc3cccnc23)cn1 | -1% | 0.4% | 30% | . | . | 5% | 5% | . | 2% | .
O=C(NCCCN1CCc2ccccc2C1)C1CCN(S(=O)(=O)N2CCC3(CC2)OCCO3)CC1 | -1% | -0.2% | 0% | 0.8 | 48 | -16% | 0% | -4% | -1% | i
O=C(O)C(Cc1ccccc1)N1C(=O)/C(=C/C=C/c2ccco2)SC1=S (stereo unspecified) | 29% | 0.3% | -4% | . | . | -3% | ? | 34µM* | 26% | i
C=CCN(C(=O)c1oc2c(Cl)cc(C)cc2c1C)C1CCS(=O)(=O)C1 (stereo unspecified) | -6% | -0.1% | 21% | 6.3 | 58 | 4% | 7% | 9% | 9% | .
COc1cccc(Nc2nc(-c3ccccc3O)nc3ccccc23)c1 | -12% | -0.1% | -14% | 22 | 85 | -12% | -6% | 6% | ? | .
O=C1C=C(O)c2cccc(O)c2C1=O | 11% | 0.0% | -14% | 4.5 | 99 | 7% | 1% | 15% | -3% | i
Cc1nn(C(=O)c2ccc3c(c2)OCO3)c(N)c1-c1ccccc1 | -3% | -0.3% | 0% | 5.9 | 46 | -7% | 4% | 6% | 1% | i

By substructure, the entries above with fluorine (8)
SMILES | NS5 inhibitors | GPR55 activation | GPR55 LPI antagonism | NTR1 ag | NTR1 ag cell count 20 µM | GPR35 antagonists | MgcRacGAP inhibition | SV40 large T antigen | AID2073 | Yfh1-off respiration | others
O=C(CCC(=O)c1ccc(F)cc1)NCc1ccccc1C(F)(F)F | -3% | -0.1% | 0% | -0.2 | 64 | 16% | 8% | . | 4% | .
O=C(CN1CCCCCCC1)N/N=C/c1ccc(F)c(F)c1 | -1% | 0.4% | 5% | 0.2 | 66 | -14% | 7% | 6% | 3% | i
COC(=O)C1(C)NC(c2cccs2)C2C(=O)N(c3ccccc3F)C(=O)C21 (stereo unspecified) | 8% | -0.3% | 2% | 1.3 | 75 | 7% | 2% | 16% | -7% | i
O=C(O)c1ccc(/C=N/Nc2ccc(C(F)(F)F)cn2)cc1 | -4% | 0.4% | -2% | . | . | 10% | 14% | 4% | 1% | i
O=C1CC(C(=O)N(c2cccc(F)c2)C(C(=O)NC2CCCC2)c2ccccn2)CS1 (stereo unspecified) | -11% | -0.2% | 4% | -1.3 | 42 | -14% | 7% | -3% | -1% | i
NNc1nc2ccc(F)cc2s1 | 2% | 0.1% | 4% | 2.8 | 47 | -8% | 15% | 15% | -30% | i
CCOC(=O)C(NC(=O)c1ccccc1)(Nc1cccc(C)n1)C(F)(F)F (stereo unspecified) | . | -0.5% | 6% | -0.5 | 46 | 0% | 2% | 8% | -2% | i
Cc1ccc(S(=O)(=O)N2CCC(C(=O)OCC(=O)N(C)CC(=O)Nc3ccc(F)cc3)CC2)cc1C | -8% | . | . | 0.0 | 60 | . | 0% | 14% | . | .

Outcome played no part in choosing rows; overall some 1.7% were active at least once.
